# Assay outcomes (PubChem)
# A3A deaminase = human APOBEC3A DNA deaminase inhibition. hit rate 0.41% among 330,000. recombinant A3A, FAM/TAMRA ssDNA deamination fluorescence. inhibition, % at 20 µM;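 active = at least 40% inhibition at 20 µM here, with at most 30% in a related deaminase screen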;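 also: plate controls were A3A with DMSO for no effect and wells lacking A3A enzyme for full effect; some results filed as inactive read as strong as hits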
# Target sequence (P31941 whole entry, looked up): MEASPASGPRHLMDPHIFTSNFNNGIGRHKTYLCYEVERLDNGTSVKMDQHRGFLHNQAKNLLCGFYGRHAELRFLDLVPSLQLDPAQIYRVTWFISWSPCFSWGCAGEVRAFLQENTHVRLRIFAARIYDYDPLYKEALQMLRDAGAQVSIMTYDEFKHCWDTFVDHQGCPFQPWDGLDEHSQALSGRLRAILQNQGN
# HKDC1 inh = inhibitors of human hexokinase HKDC1; inhibition, % at 20 µM; recombinant HKDC1, G6PDH/diaphorase resazurin coupled fluorescence; hit rate 0.16% among 340,000;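 active = inhibition above about 35% when tested at 20 µM, limit read from the data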;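 also: plate controls were DMSO wells with enzyme for no effect and DMSO wells lacking enzyme for full effect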
# Target sequence (Q2TB90 whole entry, looked up): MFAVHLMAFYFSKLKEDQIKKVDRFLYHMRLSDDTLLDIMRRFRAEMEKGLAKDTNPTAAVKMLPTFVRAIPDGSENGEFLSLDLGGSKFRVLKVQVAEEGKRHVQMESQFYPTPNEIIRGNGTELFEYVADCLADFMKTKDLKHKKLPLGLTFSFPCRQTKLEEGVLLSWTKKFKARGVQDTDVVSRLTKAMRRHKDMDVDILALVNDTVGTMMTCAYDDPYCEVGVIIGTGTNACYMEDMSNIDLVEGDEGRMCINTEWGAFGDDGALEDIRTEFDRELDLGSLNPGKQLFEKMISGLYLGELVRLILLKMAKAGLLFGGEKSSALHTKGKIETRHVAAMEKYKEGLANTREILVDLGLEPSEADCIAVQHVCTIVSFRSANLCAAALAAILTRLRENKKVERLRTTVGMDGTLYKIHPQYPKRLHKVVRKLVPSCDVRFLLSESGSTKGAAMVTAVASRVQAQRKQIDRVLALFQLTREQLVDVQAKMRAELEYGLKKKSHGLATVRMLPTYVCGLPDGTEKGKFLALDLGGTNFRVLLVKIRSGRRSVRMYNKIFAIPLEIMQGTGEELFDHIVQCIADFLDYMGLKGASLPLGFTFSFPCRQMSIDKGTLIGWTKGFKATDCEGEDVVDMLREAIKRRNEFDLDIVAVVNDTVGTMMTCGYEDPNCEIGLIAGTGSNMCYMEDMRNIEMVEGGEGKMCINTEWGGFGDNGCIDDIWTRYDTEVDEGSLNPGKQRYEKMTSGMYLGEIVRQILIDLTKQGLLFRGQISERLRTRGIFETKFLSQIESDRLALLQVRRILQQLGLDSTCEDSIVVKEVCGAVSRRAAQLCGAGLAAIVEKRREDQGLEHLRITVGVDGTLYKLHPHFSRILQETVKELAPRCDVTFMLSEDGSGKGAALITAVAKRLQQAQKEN
#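 Assay system: recombinant HKDC1 hexokinase; detection: coupled resazurin fluorescence, excitation 525 nm, emission 613 nm; benchmarks: DMSO-plus-enzyme-mix negative control, buffer-substituted positive control; compound dosing: single 20 µM dose; schedule: 90 min at room temperature in dark; also added: glucose plus 1 mM ATP as hexokinase substrates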
# hIAP activ = human IAP activation | hit rate 0.16% among 330,000 | purified human IAP, CDP-Star luminescence, 30 min; stronger effect = higher value; 1 = vehicle-only enzyme, 0 = enzyme-free background | P09923 | activation factor at 10 µM | AID 2524;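 active = activation factor of the enzyme at least 2-fold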; also: the source names both 10 and 20 µM as test concentration; values of inactives mirror those of a sister screen read the other way
# ATG4B inh = ATG4B (human) cysteine protease inhibition | ATG4B cleavage of LC3-PLA2, NBD-HPC fluorescence, 1 h | inhibition, % at 8.33 µM | hit rate 0.51% among 340,000 | AID 504462; in the data active = inhibition above about 40%
# hIAP inh = human IAP inhibition; P09923; purified IAP, CDP-Star luminescence, 30 min; inhibition, % at 10 µM; hit rate 0.12% among 330,000; AID 2544;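 active = inhibition reaching a set limit with compound at 10 µM in the primary screen, cut at about 35% in these data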;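 also: plate controls were DMSO wells with enzyme for no effect and no-enzyme buffer wells for full effect; values of inactives mirror those of a sister screen read the other way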
# mIAP act = increases mouse intestinal alkaline phosphatase activity | muIAP, CDP-Star luminescence, 30 min; stronger effect = higher value; 1 = vehicle-only enzyme signal, 0 = enzyme-free wells | activation factor at 10 µM | hit rate 0.24% among 330,000 | AID 2805;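 active = activation factor of at least 2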; also: the source names both 10 and 20 µM as test concentration; values of inactives mirror those of a sister screen read the other way
#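 Assay system: mouse IAP enzyme / Compound: DMSO-dissolved test compounds / Timing: 30 min, room temperature / Measured by: luminescence from enzymatic CDP-Star hydrolysis / Control set: DMSO-only wells, enzyme-free buffer wells as negative control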
# mIAP inh = blocks mouse intestinal alkaline phosphatase | hit rate 0.2% among 330,000 | inhibition, % at 10 µM | purified mouse IAP, CDP-Star luminescence, 30 min;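 active = inhibition of at least 40% at 10 µM in the primary screen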;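 also: plate controls were DMSO with enzyme for no effect and no enzyme wells for full effect; values of inactives mirror those of a sister screen read the other way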
# PfG6PD inh = PfG6PD (Plasmodium falciparum) enzyme inhibition | hit rate 0.78% among 350,000 | inhibition, % at 20 µM | PfGluPho enzyme, NADPH resazurin-diaphorase fluorescence;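 active = inhibition reaching at least a set limit at 20 µM in the primary screen, cut at about 59% in these data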;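 also: 0% = DMSO wells with substrate and 100% = DMSO wells lacking glucose-6-phosphate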
# The depositor's hits bear a star; nt = no result given. Compounds were not picked by outcome. Share with any hit: about 2.4%.
SMILES,A3A deaminase,HKDC1 inh,hIAP activ,ATG4B inh,hIAP inh,mIAP act,mIAP inh,PfG6PD inh
Cc1ccccc1Cn1cc(NC(=O)CSc2nc3c(c(C(F)(F)F)n2)CCc2ccccc2-3)cn1,0,10,0.95,78*,5,0.89,11,-2
CCCc1cc(N2CCC(C(N)=O)CC2)nc(-c2ccccc2)n1,4,2,1.1,-4,-9,0.95,5,8
Cc1cccc(N2CC(C(=O)NCc3ccco3)CC2=O)c1C (stereo not given),2,-2,0.98,-1,2,0.98,2,-2
COc1cc(C(=O)OCC(=O)NCCN2C(=O)CSC2=O)ccc1OCc1c(C)noc1C,1,-4,1.1,2,-8,1.1,-7,-13
CCCn1c(SCC(=O)NC2CCCCC2)nnc1C1CC1,-1,-6,0.97,6,2,1,-2,-5
O=C(CSC1=Nc2ccccc2C2=NC(CC(=O)N3CCN(c4ccccc4)CC3)C(=O)N12)NCC1CCCO1 (stereo not given),-6,3,1.2,-17,-22,0.85,15,5
O=C1CCNc2c(Cl)cccc21,-1,-3,0.86,2,14,0.99,1,17
CC(OC(=O)CC(NC(=O)c1ccccc1Cl)c1ccccc1)C(=O)Nc1cccc(Cl)c1Cl (stereo not given),13,-4,0.95,-9,5,1.4,-37,-1
CCOC(=O)Cc1cnc(NC(=O)CSc2nc(C(C)C)cc(=O)[nH]2)s1,-3,-1,1,3,0,0.97,3,-17
CCC(=O)Nc1ccc(S(=O)(=O)c2ccc(NC(=O)CC)cc2)cc1,-5,-6,1.3,-5,-25,0.98,2,-13
CC(C)CC(=O)N=Nc1c(O)[nH]c2ccccc12,3,-11,1.2,-9,-18,1,-1,-7
N#Cc1c(F)cccc1N1CCC(C#N)CC1,0,-8,1,-2,-2,1,-2,-2
Cc1nc(N2CCN(c3ccccn3)CC2)c2c(C)c(C(=O)Nc3ccc(F)cc3Cl)sc2n1,-3,2,0.88,-4,12,0.91,9,10
COc1ccc(CN(C)c2nc(-c3cccnc3)nc3ccccc23)cc1OC,0,nt,0.89,nt,11,0.9,10,nt
O=C(Cc1cccs1)Nc1ccc2c(c1)C(=O)OC2,2,-9,0.91,-6,9,1.1,-6,7
CC(OC(=O)c1ccc(NC(=O)CC#N)cc1)C(=O)Nc1ccc(Oc2ccccc2)cc1 (stereo not given),4,nt,1.1,nt,-6,1,-2,nt
N#Cc1c(-c2ccccc2)cc(-c2ccccc2)nc1SCCC(=O)O,-8,5,1,51*,-3,1.1,-6,-6
COc1cc(S(=O)(=O)Nc2ccc(C)cc2)ccc1N=Cc1c(C)[nH]n(-c2ccccc2)c1=O,0,12,1.3,-14,-27,1,-1,5
NCCNc1ccc(C(=O)N2c3ccccc3Sc3ccccc32)cc1[N+](=O)[O-],-2,6,3.5*,-3,-246,0.96,4,69*
CN1N=C(C(C)(C)C)CC1=O,-8,-3,1.1,-5,-8,1.2,-22,33
COc1ccc(Cl)cc1NC(=O)CN(C)C(=O)CCSc1ccc(C)cc1,-2,6,1.1,-8,-9,0.94,6,20
CCCCc1c(O)nc(SCCN(C)C)n(-c2ccccc2)c1=O,0,-2,1.2,-14,-20,0.88,12,-6
O=c1nc(Nc2cccc(Cl)c2)oc2cc(Cl)oc(=O)c12,1,8,1.1,7,-6,0.97,3,-8
COc1cccc(N2CCN(C(=O)c3cc4c(s3)CCCCC4)CC2)c1,-3,3,1,-1,-2,1.1,-7,15
N#Cc1ccc(OCCOCCNC2CCCC2)cc1,-2,-2,0.78,3,22,0.91,9,4
SMILES,A3A deaminase,HKDC1 inh,hIAP activ,ATG4B inh,hIAP inh,mIAP act,mIAP inh,PfG6PD inh
CC(NC(=O)c1ccco1)C(=O)N1CCN(c2cccc(C(F)(F)F)c2)CC1 (stereo not given),-1,1,1.1,0,-6,1.1,-7,-16
CC1(C)CC(=O)C(C=Nc2ccccc2Sc2ccccc2)=C(O)C1,-3,-1,0.95,4,5,1,-4,29
COCCNC(=O)C1Nc2ccc(C(F)(F)F)cc2C2C=CCC12 (stereo not given),2,-5,0.85,-1,14,1.4,-40,-3
CCn1cc(/C=N\NC(=O)c2cc(-c3ccccc3OC)nc3ccccc23)c(C)n1,2,-5,1.1,-7,-6,0.91,9,-14
COC(=O)c1ccc(CN2C(=O)NC3(CCC(C)CC3)C2=O)o1 (stereo not given),0,-6,1.1,-6,-6,0.96,4,-13
COc1ccc(/C=N/NC(=O)CCCOc2ccc(Cl)cc2Cl)cc1[N+](=O)[O-],-1,3,0.94,-5,6,0.86,14,30
Cc1nc2cc(-c3ccc(Br)cc3)[nH]n2c(=O)c1Cl,-6,7,1,-1,-4,0.93,7,15
CN(CC(O)COc1c(F)cc(Br)cc1F)C1CCCCC1 (stereo not given),2,-7,0.97,-6,3,1.1,-6,1
COCCn1c(SCc2ccccc2F)nc2ccccc2c1=O,3,-10,0.91,6,9,0.99,1,-1
CC(C)Cc1ccc(C(C)C(=N)N)cc1 (stereo not given),2,-1,0.96,9,4,1,-3,0
COc1cc2cc(C(=O)N(C)C3CCS(=O)(=O)C3)[nH]c2cc1OC (stereo not given),0,4,1,7,-4,1,-4,-2
Fc1ccc(Cl)cc1/C=N/n1cnnc1SCc1ccccc1,0,2,0.93,-1,7,0.92,8,-2
O=C1COc2ccc(C(=O)COC(=O)c3ccc([N+](=O)[O-])cc3Cl)cc2N1,5,6,1.1,-10,-8,1,-3,-7
Cc1onc(-c2ccccc2)c1C(=O)N/N=C/c1ccccc1OC(C)C,-4,6,1,4,-4,1.1,-5,117*
CS(=O)(=O)c1ccc2nc(NC(=O)Oc3ccccc3)sc2c1,2,5,1,-10,-3,0.99,0,2
Clc1ccc(Nc2ncnc3c2nnn3Cc2ccccc2)cc1,-1,-4,0.92,1,8,0.94,6,21
COc1ccc(CCNC(=O)c2cc(-c3ccccc3)on2)cc1OC,-4,3,0.88,-11,12,1,-2,-6
COc1ccc(/C(C)=N/Nc2nc(C)cc(-c3ccccc3)n2)cc1,-2,-2,1.2,-7,-18,1,-4,6
CN1CCN(S(=O)(=O)c2ccccc2)C(c2ccccc2)C1 (stereo not given),3,-5,1.1,6,-10,0.88,12,12
Cc1nc2cc(NC(=O)N3CCCC3)ccc2n1C,0,-6,1,5,-4,0.97,3,7
CCC(=O)N1N=C(c2cccc(NS(C)(=O)=O)c2)CC1c1cccs1 (stereo not given),0,-5,1,9,0,1.1,-7,7
COc1ccc([N+](=O)[O-])c(OC)c1C(=O)Nc1ccc(F)cc1F,-3,-2,1.1,4,-6,0.87,13,-1
CCOC(=O)c1cnc(-c2cccc(OC)c2)[nH]c1=O,-2,-8,0.92,-1,8,0.9,10,96*
COc1ccc(OC)c(S(=O)(=O)N2CCC(C(=O)NCc3ccccc3OC)CC2)c1,-4,-3,1,2,-3,0.94,6,-4
CCCNc1ccc(S(=O)(=O)N(C(C)C)C(C)C)cn1,-3,2,1,7,-2,0.96,4,-5

# Some of these compounds in order of molar mass, low to high:
SMILES,A3A deaminase,HKDC1 inh,hIAP activ,ATG4B inh,hIAP inh,mIAP act,mIAP inh,PfG6PD inh
Cc1onc(-c2ccccc2)c1C(=O)N/N=C/c1ccccc1OC(C)C,-4,6,1,4,-4,1.1,-5,117*
CC(NC(=O)c1ccco1)C(=O)N1CCN(c2cccc(C(F)(F)F)c2)CC1 (stereo not given),-1,1,1.1,0,-6,1.1,-7,-16
COc1cc(S(=O)(=O)Nc2ccc(C)cc2)ccc1N=Cc1c(C)[nH]n(-c2ccccc2)c1=O,0,12,1.3,-14,-27,1,-1,5

# (list continues)
SMILES,A3A deaminase,HKDC1 inh,hIAP activ,ATG4B inh,hIAP inh,mIAP act,mIAP inh,PfG6PD inh
O=C(NCCCN1CCOCC1)c1cc(-c2ccc(O)cc2)on1,-6,-5,0.81,-7,20,0.95,5,1
CC(Cn1cncn1)C(=O)N1CCN(S(=O)(=O)c2ccc(Cl)cc2)CC1 (stereo not given),-4,0,1,-3,0,0.99,1,4
O=C(CSc1nnc(CNC(=O)c2ccccc2F)o1)NC1CCCCC1,-5,-8,1.2,-2,-18,1.1,-6,-6
COCCOC(=O)c1c(C)n(C)c2ccc(OC(=O)N3CCOCC3)cc12,-3,3,0.91,13,9,0.99,1,-1
O=C(O)c1cccc(S(=O)(=O)Nc2ccccc2N2CCOCC2)c1,16,-6,1.1,-6,-6,1.1,-7,-5
Cc1sc2nc(CN(C(=O)NCc3ccccc3)C3CCCC3)[nH]c(=O)c2c1C,5,1,1.1,-6,-8,1,-3,18
Cc1ccc(-n2ncc3c(SCC(N)=O)ncnc32)cc1C,3,3,0.91,6,10,0.98,2,-8
Cc1ccc(OCC(=O)NC2CCSc3ccccc32)cc1 (stereo not given),1,-7,1,5,0,0.96,4,-11
CC(C)C[C@@H](COc1ccccc1)N1CCN(CCc2ccccc2)CCC1=O,1,-2,0.94,-8,6,1,-2,4
O=C(NCCCc1ccccc1)c1cc(COc2c(F)cccc2F)on1,-4,0,1.2,22,-21,0.98,2,3
CC1(C)CCC[C@]2(C)C(CS(=O)c3ccccc3)=C(C=O)CC[C@@H]12 (stereo not given in full),-3,6,1.1,14,-6,1,-1,-1
Cc1cc(NC(=O)COc2ccccc2C(N)=O)no1,-6,-6,1,1,-4,0.98,2,12
Cc1ccc(CC(=O)O/N=C(\N)c2cccc([N+](=O)[O-])c2)cc1,1,-11,1.1,-6,-5,0.91,9,1
C=C1CCN([C@H](C(=O)Nc2ccc(OC)cc2)C(C)C)S(=O)(=O)c2ccccc21,-2,-3,1,4,-5,0.98,2,0
COc1ccccc1C(=O)NCC(=O)NNC(=O)C1COc2ccccc2O1 (stereo not given),1,-1,1.3,-4,-30,0.98,2,-11
NC(=O)c1cccnc1Oc1ccc(Cl)cc1,-4,0,1.2,1,-16,1,0,-6
Cc1csc(SCC(=O)Nc2cc([N+](=O)[O-])ccc2F)n1,2,-1,1,-39,-4,1,-5,8
Cc1cccc(N/C(N)=N/c2nc(CSc3ccc(Cl)cc3)cc(=O)[nH]2)c1,0,-1,1.2,1,-24,1.2,-24,-26
Cc1cc(C(=O)NNC(=O)[C@H](C)NC(=O)c2ccc(Br)cc2)c(C)o1,0,-1,1.1,-2,-14,0.98,2,-14
COC(=O)c1ccc(COC(=O)c2[nH]c(C)c(C(C)=O)c2C)o1,-1,-5,1.1,-7,-15,1,-1,12
Cc1ccc(-c2cc(C(=O)N3CCN(c4ncccn4)CC3)c3cc(Br)ccc3n2)o1,4,3,1,-6,-3,0.86,14,62*
Cn1ccnc1SCC(=O)Nc1cc(F)ccc1F,-5,-11,0.8,-5,20,0.94,6,12
Cc1ccc(OCCC(=O)OCC(=O)c2c(N)n(C)c(=O)n(C)c2=O)cc1,0,-3,1.1,0,-10,0.95,5,2
O=C(O)c1coc2ccccc12,10,-4,0.95,-5,5,1,-1,12
COc1ccc(C)cc1NC(=O)CCNC(=O)Cn1ccc2ccccc2c1=O,-4,-2,0.97,-1,3,0.96,4,-7
O=C(O)c1cccc(-n2c(/C=C/c3ccc([N+](=O)[O-])cc3)nc3ccccc3c2=O)c1,-5,-1,1,2,-4,1,-4,2

# Copied from the list.
# hIAP inh result of Cc1cccc(N/C(N)=N/c2nc(CSc3ccc(Cl)cc3)cc(=O)[nH]2)c1 is entered as -24
# mIAP act result of C=C1CCN([C@H](C(=O)Nc2ccc(OC)cc2)C(C)C)S(=O)(=O)c2ccccc21 is entered as 0.98
# PfG6PD inh result of CC(C)C[C@@H](COc1ccccc1)N1CCN(CCc2ccccc2)CCC1=O is entered as 4
